Compound activity: PubChem BioAssay, several laboratories
BioA inh: BioA (M. tuberculosis) enzyme inhibition; purified M. tuberculosis BioA enzyme, plate reader; inhibition, % at 9.99 µM; hit rate 0.096% among 360,000; in the data active means inhibition above about 40%
FBA Mtb inh: inhibitors of M. tuberculosis fructose-bisphosphate aldolase; P9WQA3; purified M. tuberculosis FBA, fluorescence read-out; inhibition, % at 1 µM; hit rate 2.3% among 360,000; AID 588726; in the data active means inhibition above about 27%;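 further: 0% = vehicle and 100% = reference inhibitor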
Target sequence (P9WQA3 whole entry, looked up): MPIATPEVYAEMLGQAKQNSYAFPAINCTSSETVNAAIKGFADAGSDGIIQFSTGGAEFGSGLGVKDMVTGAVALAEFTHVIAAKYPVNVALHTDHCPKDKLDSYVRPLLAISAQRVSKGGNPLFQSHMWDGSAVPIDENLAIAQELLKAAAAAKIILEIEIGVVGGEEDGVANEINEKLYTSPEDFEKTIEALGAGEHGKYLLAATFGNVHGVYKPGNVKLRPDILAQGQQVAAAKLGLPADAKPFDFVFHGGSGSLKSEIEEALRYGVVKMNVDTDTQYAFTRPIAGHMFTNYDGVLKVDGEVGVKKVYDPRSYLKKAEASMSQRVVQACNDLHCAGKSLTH
TcdB inh: TcdB glycohydrolase inhibition. P18177. TcdB glycohydrolase enzymatic assay, plate reader. inhibition, % at 9.99 µM. hit rate 0.24% among 350,000. AID 652162; in the data active means inhibition above about 10%
BH1578 lux ind: induces V. cholerae light production without autoinducers | hit rate 0.16% among 350,000 | V. cholerae BH1578 lux reporter, luminescence, 6 h | AID 588436 | activation, % at 18.7 µM; in the data active means activation mostly above about 9.7%, no sharp cut-off; further: not every result past the cut was called active; inactives centre near 0; reference of the scale not given here
FadD28 FP inh: M. tuberculosis FadD28 bisubstrate binding inhibition | FadD28 bisubstrate probe binding, fluorescence polarization | inhibition, % at 12.5 µM | hit rate 0.22% among 360,000 | AID 588549; in the data active means inhibition above about 8.5%, passing the limit was not always enough
GDH-TPI inh: inhibits GDH-TPI coupling enzymes, artifact for Mtb FBA screen; GDH-TPI coupled enzyme counterscreen, NADH absorbance; inhibition, % at 4.8 µM; hit rate 1.2% among 360,000; AID 588335; in the data active means inhibition above about 30%;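 further: 0% = DMSO wells and 100% = wells lacking the enzyme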
Mtb UGM inh: blocks M. tuberculosis UGM enzyme. P9WIQ1. purified UGM, fluorescence polarization probe displacement. inhibition, % at 10 µM. hit rate 0.06% among 320,000; in the data active means inhibition above about 10%, passing the limit was not always enough
Target sequence (P9WIQ1 whole entry, looked up): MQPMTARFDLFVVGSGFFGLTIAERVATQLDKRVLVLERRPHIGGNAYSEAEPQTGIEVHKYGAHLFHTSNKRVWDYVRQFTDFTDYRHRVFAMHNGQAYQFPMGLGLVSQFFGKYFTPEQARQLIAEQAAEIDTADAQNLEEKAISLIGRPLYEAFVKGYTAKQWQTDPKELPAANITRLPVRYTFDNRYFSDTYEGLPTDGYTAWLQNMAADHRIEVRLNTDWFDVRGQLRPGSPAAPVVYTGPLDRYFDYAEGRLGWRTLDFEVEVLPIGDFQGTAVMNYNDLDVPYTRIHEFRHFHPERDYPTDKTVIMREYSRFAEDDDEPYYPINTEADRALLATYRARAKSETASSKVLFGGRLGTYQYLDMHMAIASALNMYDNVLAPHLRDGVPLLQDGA
Y pestis TopoI: inhibitors of Yersinia pestis topoisomerase I | activity, % at 10 µM | Y. pestis Topo-I cleavage product accumulation, plate reader | hit rate 0.064% among 360,000; in the data active means activity above about 50%, passing the limit was not always enough; further: inactives centre near 2
PfHsp40 yeast: restores yeast growth despite PfHsp40 toxicity; hit rate 0.68% among 340,000; growth rescue, % at 12.5 µM; S. cerevisiae expressing PfHsp40, growth rescue, ATP luminescence; AID 504582; in the data active means growth rescue above about 28%, passing the limit was not always enough;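 further: yeast W303a lacking pdr1 and pdr3 grown in galactose medium; growth measured after three days at 30 °C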
The depositor's hits bear a star; i = inactive; / = not tested or not shown; & = joins results of further samples.

mol | BioA inh | FBA Mtb inh | TcdB inh | BH1578 lux ind | FadD28 FP inh | GDH-TPI inh | Mtb UGM inh | Y pestis TopoI | PfHsp40 yeast
COC(=O)c1ccc(/C=N\NC(=O)c2c(C)nc3ccc(Cl)cn23)cc1 | -1.2 | 4 | / | i | -1.3 | 8 | 1.3 | -1 | 1.1
COc1ccccc1-c1cnc2c(c1)C(=O)N([C@@H](C)CO)C[C@@H](C)[C@@H](CN(C)C(C)=O)O2 | -0.5&-3.9 | 7 | 1.3&1.1&1.9 | -0.5 | -0.5 | 5 | / | -4 | /
CCC(C)[C@H](NC(=O)Nc1ccc(C(C)=O)cc1)C(=O)OC (stereo partly drawn) | 4.0 | -2 | / | -0.1 | -3.5 | -14 | 0.7 | -2 | -1.4
CCOC(=O)C1CCN(c2ncnc3c2cnn3-c2ccccc2)CC1 | 3.4 | 2 | / | -0.4 | -2.5 | 2 | -1.7 | 14 | 0.1
COc1cccc(C2=NOC(C(=O)Nc3ccccc3SC)C2)c1 (stereo not drawn) | / | 1 | / | i | 0.0 | 2 | 1.9 | 3 | -0.8
CC1=NN(C(=O)c2ccc(Cn3cc(Br)c([N+](=O)[O-])n3)o2)C(O)(C(F)(F)F)C1 (stereo not drawn) | / | -1 | -1.7 | 4.8 | -1.3 | 9 | 4.7 | -1 | 25
Cc1c(-c2ccc(Cl)cc2)[n+](=O)c2c(n1[O-])CCCC2 | -1.3 | 1 | 0.7 | -0.4 | -4.0 | -13 | 1.2 | 1 | -0.2
CC1CCc2c(nc3sc4c(c3c2N)CCCC4)C1 (stereo not drawn) | 0.4 | -1 | 1.3 | 0.2 | 1.2 | 2 | 2.9 | 4 | -0.1
Cc1ccc(NC(=O)C(C)N2CCc3ccccc3C2)cc1 (stereo not drawn) | 1.7 | 2 | 0.6 | -1.2 | -2.4 | 9 | 0.2 | -12 | 0.4
COc1ccccc1CNC(=O)COC(=O)c1ccccc1SCC(=O)N1CCCC1 | 1.7 | -3 | 1.2 | 5.0 | -0.6 | -5 | 0.7 | 22 | 1.6
Cc1noc(C)c1CSCC(=O)N(CCC(C)C)c1c(N)n(Cc2ccccc2)c(=O)[nH]c1=O | 1.3 | 3 | 1.1 | i | -0.5 | 6 | -3.5 | 2 | -0.7
O=C1N[C@@H](Cc2ccccc2)COC(=O)[C@@H](Cc2ccc(F)cc2)CC/C=C/C[C@@H]1CC(=O)N(CCO)Cc1ccccc1 | 0.0 | 5 | 1.0 | -0.5 | -3.6 | 9 | -2.9 | 5 | -0.6
CCOC(=O)/C=C1/SCC(=O)N1CC(=O)c1ccc[nH]1 | / | 0 | -0.3 | i | -1.7 | 1 | / | 3 | -2.5
O=C(O)c1ccc(NC(=O)c2cccc(N3C(=O)C4C5CCC(C5)C4C3=O)c2)cc1 (stereo not drawn) | 0.8 | -1 | / | -0.3 | -2.9 | 5 | 1.9 | 2 | -1.6
O=C(Nc1cc(Cl)ccc1-n1cncn1)c1ccc([N+](=O)[O-])s1 | 1.2 | 0 | / | 0.9 | 0.4 | 13 | 0.2 | -16 | 0.5
CN(C)C(CNS(=O)(=O)c1ccc(Cl)cc1F)c1ccco1 (stereo not drawn) | -2.2 | 3 | 1.1 | i | -0.4 | 11 | -7.7 | -11 | -0.6
Cc1cccc(-n2c(C)nc3cc(C(=O)NCc4ccc5c(c4)OCO5)ccc32)c1 | / | 1 | 9.5 | -0.7 | -6.9 | -10 | -1.7 | 27 | 2.2
CCOC(=O)CNC(=O)CSc1nc(N(C)C)nc(N2CCOCC2)n1 | -1.7 | 0 | / | i | -1.6 | 9 | 0.5 | -4 | -1.1
N#Cc1ccc(OCC(=O)NCCc2ccc(S(N)(=O)=O)cc2)cc1 | 1.5 | 8 | / | i | 1.7 | 7 | -0.2 | 1 | -0.5
Cc1ccc(C2(c3noc(CN4CCC(c5ccncc5)CC4)n3)CCCC2)cc1 | -0.8 | 0 | 0.9 | -6.7 | -2.0 | -3 | -1.3 | 21 | 1.1
COCCN1Cc2cccc(C(=O)NC(C)c3cccs3)c2C1=O (stereo not drawn) | 2.5 | 2 | / | i | -3.4 | -2 | -2.0 | 5 | -0.5
CCOc1ccc(OCCC(=O)NNC(=O)c2cc(C)oc2C)cc1 | 0.5 | 0 | 2.2 | -1.4 | -2.6 | -8 | -1.7 | -7 | 0.8
Cc1cc(C(=O)COC(=O)c2ccccc2Br)c(C)n1CC1CCCO1 (stereo not drawn) | 1.0 | 7 | 0.9 | -0.1 | 0.0 | 18 | 1.1 | 3 | -2.2
COc1ccc(NC2CC(=O)N(c3ccccc3)C2=O)cc1 (stereo not drawn) | 0.3 | 1 | / | i | -2.7 | 8 | 1.0 | 1 | 3.3
O=C(CN1CCN(Cc2ccccc2)CC1)N/N=C/c1ccc(Br)s1 | / | 1 | 0.5 | -0.5 | -2.2 | 22 | 1.1 | -1 | -0.4
Cc1ccc(O)c(-c2cc(C(=O)Nc3ccc(S(=O)(=O)N4CC(C)OC(C)C4)cc3)[nH]n2)c1 (stereo not drawn) | -3.1 | -3 | / | i | -2.2 | 0 | -2.4 | -9 | 0.2
O=C(CN1CCN(Cc2ccccc2Cl)CC1)N/N=C/C=C/c1ccccc1[N+](=O)[O-] | 3.2 | -4 | -0.8 | i | 0.6 | 18 | 0.7 | 20 | -0.4
CCCSc1nc(C)cc(C)c1S(=O)(=O)c1ccccc1C | -0.3 | 3 | / | i | -1.7 | 7 | -1.2 | -5 | 1.6
C(=N\N1CCN(c2ccccn2)CC1)/c1ccccn1 | / | -2 | 1.5 | -0.6 | -3.6 | 1 | 3.2 | -5 | -0.3
C=CCNC(=S)Nc1nc2c(cc1C(=O)OCC)CCCC2 | / | 2 | 0.0 | -0.8 | -3.3 | 13 | -1.0 | 0 | 11
CC1CC(C)CN(S(=O)(=O)c2ccc(NC(=O)C3COc4ccccc4O3)cc2)C1 (stereo not drawn) | -0.9 | 1 | -0.6 | -0.2 | -3.3 | 5 | 4.8 | 7 | 5.9
COc1cccc(C(=O)N2CCN=C2SCc2cccnc2)c1OC | -0.9 | 0 | 0.1 | -0.2 | 0.8 | 10 | 0.7 | -1 | 0.9
Cc1nnc2n1NC(c1ccc(Cl)cc1)C(C(=O)N(C)C1CCCCC1)S2 (stereo not drawn) | 1.9 | 2 | / | 6.2 | -0.1 | 9 | 5.1 | 6 | -1.9
C=CCOc1ccc(/C=C/C(=O)OCC(=O)N2CCCc3ccccc32)cc1 | / | 3 | 2.1 | 7.1 | -1.2 | 9 | 1.6 | 14 | -0.1
CC(C)CC(=O)NC(=S)Nc1nc(-c2ccccc2)cs1 | 0.7 | -1 | / | 0.7 | -0.8 | 3 | -1.2 | 2 | 0.3
O=C(CNC(=O)c1ccc(F)cc1)NCc1ccc(Cl)cc1 | / | 1 | 1.6 | i | -1.6 | -2 | 0.9 | 7 | 0.8
Cn1c(=O)cc(SCC(=O)N2CCCC2)c2cc(Cl)ccc21 | -1.0 | -3 | / | / | -4.8 | 2 | 0.6 | 3 | -0.2
Cc1cc(OC(=O)c2ccco2)c(Sc2ccccc2[N+](=O)[O-])c(=O)o1 | / | 1 | / | -2.0 | -2.0 | 4 | / | 1 | -0.9
COc1ccccc1C1C=C(c2ccc(C)cc2)Nc2nnnn21 (stereo not drawn) | -0.8 | 5 | / | -7.7 | -1.5 | 9 | 0.2 | -5 | 0.7
FC(F)(F)c1cccc(Oc2ccc3c(C(F)(F)F)cc(C(F)(F)F)nc3n2)c1 | -1.6 | -1 | -0.2 | i | -0.5 | 16 | 2.1 | 5 | -0.5
O=c1[nH]c(SCc2nc3c(cnn3-c3ccccc3)c(=O)[nH]2)nc2ccccc12 | -2.3 | -1 | / | i | -2.5 | -5 | / | -2 | -1.5
CC(C)C[C@@H](CO)N1CCN(Cc2ccc(Br)cc2)CCC1=O | -0.2 | -3 | 1.0 | -0.4 | -3.6 | 11 | 0.4 | 18 | -1.9
O=C(Cn1cccc1C(=O)c1ccccc1)NCCc1ccc(Cl)cc1 | -1.7 | 2 | 0.7 | -0.4 | -1.1 | 8 | -1.7 | 16 | -0.5
COc1ccccc1NC(=O)CSc1ncn(-c2ccccc2)n1 | 2.2 | 0 | / | -0.2 | -1.8 | -18 | -2.1 | -2 | 0.3
COc1ccc(C(=O)OCc2cc(C)ccc2C)cc1S(=O)(=O)N1CCCC1 | -0.5 | -2 | 2.4 | i | 0.1 | 0 | 4.4 | 22 | 8.2
Cc1[nH]c2ccccc2c1/C=N/Nc1nc(Nc2ccc(F)cc2)nc(N2CCOCC2)n1 | -1.3 | 0 | / | i | -0.6 | 2 | -1.5 | -16 | 3.2
CCn1c(COc2ccc(C)cc2)nnc1SCC(=O)C(C)(C)C | 2.1 | 0 | / | i | -1.3 | -6 | 0.3 | 23 | -0.3
COc1cc(C(=O)N2C[C@@H]3CCC[C@H]2C3)ccc1OC1CCN(C(C)=O)CC1 | -1.3 | 1 | 2.3 | -0.1 | / | -1 | -0.8 | 10 | -1.0
O=C(Nc1ccc(S(=O)(=O)Nc2nccs2)cc1)C1CCCCC1 | 1.1 | -1 | / | -2.8 | -1.4 | -3 | -3.6 | 8 | -0.8
COc1ccc(Cn2c(=O)sc3ccccc32)cc1OC | 2.5 | -3 | / | -1.4 | 0.5 | 5 | 1.9 | 16 | -0.3
O=C(NCc1ccco1)C1(c2ccccc2)CCCC1 | 0.6 | -3 | -0.8 | i | -0.8 | 8 | -2.6 | 7 | -0.8
COc1ccccc1NC(=O)CCCNC(=O)Cn1cnc2sc(C)c(C)c2c1=O | -2.0 | 0 | -0.3 | -0.2 | -4.2 | -14 | 0.2 | 3 | 0.9
O=C(/C=C/[C@H]1O[C@@H](n2ccc(=O)[nH]c2=O)[C@H](O)[C@@H]1O)NCc1ccco1 | -2.2 | -1 | 0.0 | / | -0.5 | / | / | / | /
CCOC(=O)CN1C(=O)N[C@@H](CCc2ccccc2)[C@H](C(=O)OC)[C@H]1C | -0.3 | -3 | 0.8 | -0.9 | 1.9 | -16 | 2.2 | -9 | -1.4
COC(=O)N1CCN(c2ccc(Cl)c(Cl)c2)CC1 | / | 3 | 1.7 | 1.9 | -1.2 | -4 | 3.8 | 12 | 0.0
COc1ccc(Cn2c(=N)c(C(=O)NCC3CCCO3)cc3c(=O)n4ccccc4nc32)cc1 (stereo not drawn) | 5.9 | 9 | 1.0 | -0.6 | -2.1 | 15 | 2.6 | 12 | 0.3
Cc1ccc(CN2CCN(Cc3ccc(Oc4ncccn4)cc3)CC2CCO)cc1 (stereo not drawn) | 5.9 | 5 | 1.3 | i | -2.3 | 13 | -0.2 | 12 | -1.2
CN(C)N=Nc1nc[nH]c1C(N)=O | -0.5 | -5 | 1.3 | i | -2.4 | 26 | -2.6 | 0 | -1.2
CCOC(=O)c1cc(=O)cc(C(=O)OCC)o1 | -1.9 | -2 | / | i | -1.7 | 9 | 1.1 | -5 | -2.3
CNC(=O)c1cc(-c2ccc(Cl)cc2)n(-c2ccccc2)n1 | -0.6 | 0 | 1.2 | -0.8 | -5.3 | -6 | 0.0 | 25 | -1.0
COCc1cc(=O)[nH]c(-c2ccc(C(F)(F)F)cc2)n1 | -0.5 | 3 | 0.4 | i | -0.5 | 10 | 0.7 | 14 | /

Molecules listed so far containing two or more sulfur atoms:
mol | BioA inh | FBA Mtb inh | TcdB inh | BH1578 lux ind | FadD28 FP inh | GDH-TPI inh | Mtb UGM inh | Y pestis TopoI | PfHsp40 yeast
CCCSc1nc(C)cc(C)c1S(=O)(=O)c1ccccc1C | -0.3 | 3 | / | i | -1.7 | 7 | -1.2 | -5 | 1.6
CC(C)CC(=O)NC(=S)Nc1nc(-c2ccccc2)cs1 | 0.7 | -1 | / | 0.7 | -0.8 | 3 | -1.2 | 2 | 0.3
O=C(Nc1ccc(S(=O)(=O)Nc2nccs2)cc1)C1CCCCC1 | 1.1 | -1 | / | -2.8 | -1.4 | -3 | -3.6 | 8 | -0.8
